RNase H inhibition: RNase H inhibition, HIV 1 Gag Pol polyprotein, FRET biochemical assay, screening (AID 372); HIV-1 RT RNase H, FRET RNA/DNA substrate fluorescence; higher % means a stronger effect; inhibition, % at 10 µM; hits with a dose series show IC50 in µM; 100,000 tested, 0.77% active; in the data active means inhibition above about 50%
* marks the source's active call; other numbers are inactive results. This is a subset. The share of hits here may be higher or lower than overall.

Preview (17 entries):
SMILES | RNase H inhibition
C=CCC/C(C)=N\NC(=O)c1cccc(Br)c1 | 3%
CC1=C(C)CC2C(=O)N(c3ccc(C(C)C)cc3)C(=O)C2C1 (centres undefined) | 9%
O=C(Cc1ccccc1)Nc1cc(N2C(=O)C=CC2=O)ccc1Cl | 28%
Cc1ccc(NCC(=O)N/N=C\c2ccc(OCc3ccccc3)cc2)cc1 | 9%
O=c1c2c(nc3cc(-c4ccccc4)[nH]n13)CCS2 | 7%
CCOc1ccc(/C=C2/SC(=S)NC2=O)cc1Cl | 7%
CC1CCc2c(sc(NC(=O)c3cc([N+](=O)[O-])ccc3Cl)c2C(N)=O)C1 (centres undefined) | 5%
Cc1c(C(=O)Nc2cccc(-c3nc4ccccc4o3)c2)cccc1[N+](=O)[O-] | 13%
COc1ccc(OCC(=O)NNC(=O)C2COc3ccccc3O2)cc1 (centres undefined) | 3%
C#CCSc1nc(-c2ccccc2)cc(C(F)(F)F)c1C#N | 0%
Cc1ccc(NC(=O)c2cc3cc(Br)ccc3oc2=O)c([N+](=O)[O-])c1 | 14%
C=CCc1ccccc1OCCOc1ccc(Br)cc1/C=N/n1cnnc1 | 28%
Cc1cc(C)c2oc(-c3cccc(N=Cc4cc5c(cc4Br)OCO5)c3)nc2c1 | 14%
CC1=C(C(=O)OCCc2ccccc2)C(c2cccc([N+](=O)[O-])c2)C2=C(CCCC2=O)N1 (centres undefined) | 14%
Cc1ccc(C)c(NC(=O)COc2ccc(Cl)cc2)c1 | 18%
NCCCNc1ccccc1[N+](=O)[O-] | 6%
CN1CCN(C(=O)CN2C(=O)/C(=C/c3ccccc3Cl)SC2=S)CC1 | 3%

Main list, from the first entry:
SMILES | RNase H inhibition
C=CCC/C(C)=N\NC(=O)c1cccc(Br)c1 | 3%
CC1=C(C)CC2C(=O)N(c3ccc(C(C)C)cc3)C(=O)C2C1 (centres undefined) | 9%
O=C(Cc1ccccc1)Nc1cc(N2C(=O)C=CC2=O)ccc1Cl | 28%
Cc1ccc(NCC(=O)N/N=C\c2ccc(OCc3ccccc3)cc2)cc1 | 9%
O=c1c2c(nc3cc(-c4ccccc4)[nH]n13)CCS2 | 7%
CCOc1ccc(/C=C2/SC(=S)NC2=O)cc1Cl | 7%
CC1CCc2c(sc(NC(=O)c3cc([N+](=O)[O-])ccc3Cl)c2C(N)=O)C1 (centres undefined) | 5%
Cc1c(C(=O)Nc2cccc(-c3nc4ccccc4o3)c2)cccc1[N+](=O)[O-] | 13%
COc1ccc(OCC(=O)NNC(=O)C2COc3ccccc3O2)cc1 (centres undefined) | 3%
C#CCSc1nc(-c2ccccc2)cc(C(F)(F)F)c1C#N | 0%
Cc1ccc(NC(=O)c2cc3cc(Br)ccc3oc2=O)c([N+](=O)[O-])c1 | 14%
C=CCc1ccccc1OCCOc1ccc(Br)cc1/C=N/n1cnnc1 | 28%
Cc1cc(C)c2oc(-c3cccc(N=Cc4cc5c(cc4Br)OCO5)c3)nc2c1 | 14%
CC1=C(C(=O)OCCc2ccccc2)C(c2cccc([N+](=O)[O-])c2)C2=C(CCCC2=O)N1 (centres undefined) | 14%
Cc1ccc(C)c(NC(=O)COc2ccc(Cl)cc2)c1 | 18%
NCCCNc1ccccc1[N+](=O)[O-] | 6%
CN1CCN(C(=O)CN2C(=O)/C(=C/c3ccccc3Cl)SC2=S)CC1 | 3%
COc1ccc(/C=N/n2c(-c3ccc(C)cc3)n[nH]c2=S)cc1C | 27%
O=C(COC(=O)c1ccccc1[N+](=O)[O-])c1ccc(F)cc1 | 0%
CCCCCCOc1ccc(N2C(=O)CC(N3CCN(Cc4ccc5c(c4)OCO5)CC3)C2=O)cc1 (centres undefined) | 15%
COc1ccc(C2CC(=O)C3=C(C2)NC(C)=C(C(=O)OC(C)C)C3c2ccccc2Br)cc1 (centres undefined) | 12%
COc1ccc(C2(CNC(=S)Nc3ccccc3)CCCC2)cc1 | 3%
COc1cccc(/C=N/NC(=O)CC#N)c1 | 0%
O=C(O)C(Cc1ccccc1)N1C(=O)/C(=C/c2ccc(Cl)cc2Cl)SC1=S (centres undefined) | 14%
CC(=O)Oc1ccc(NC(=O)CN2C(=O)c3ccccc3C2=O)c(C)c1 | 7%
C=CCOc1ccc(/C=C2\C(=O)N(CCOC)C(C)=C2C(=O)OCC)cc1 | 6%
Cc1noc(NS(=O)(=O)c2ccc(NC(=O)c3ccc(Cl)s3)cc2)c1C | 3%
C#CCOc1ccc(/C=C2\C(=O)NC(=O)N(c3ccc(C)cc3)C2=O)cc1OC | 0%
COc1ccc(CC(=O)Nc2ccc(S(=O)(=O)Nc3nccs3)cc2)cc1 | 6%
Cc1ccc(C(=O)Nc2ccc3c(c2)C(=O)c2ccccc2C3=O)cc1 | 38%
CCOC(=O)C1=C(C)N=c2s/c(=C\c3ccc(OCc4cccc5ccccc45)c(OC)c3)c(=O)n2C1c1ccccc1Cl (centres undefined) | 41%
O=C(Nc1ccc2c(c1)OCCO2)c1ccc(Br)cc1 | 3%
O=C(Nc1cccc2ccccc12)c1ccc(CN2CCOCC2)cc1 | 4%
CCOc1ccc(-c2nc(Cc3ccccc3OC)no2)cc1 | 5%
CCCc1ccc(-c2nc(-c3ccc(F)cc3)no2)cc1 | 10%
COc1cc2c(cc1OC)C(c1cccc(Cl)c1)N(Cc1ccc(Cl)cc1)CC2 (centres undefined) | 49%
COc1ccc(C(=O)Nc2nnc(-c3ccco3)s2)cc1 | 12%
Cc1c(NC(=O)c2cccc3c(Br)cccc23)cccc1-c1nc2ccccc2o1 | 26%
Oc1cccc(/C=N/Nc2cc(N3CCOCC3)nc(N3CCOCC3)n2)c1 | 15%
O=[N+]([O-])c1cncc([N+](=O)[O-])c1NCc1ccccc1 | 0%
COc1cccc(NC(=O)COc2ccc(Br)c(C)c2)c1 | 10%
COc1cc(-c2nc3ccccn3c2/N=C/c2ccc(-c3ccc([N+](=O)[O-])cc3)o2)ccc1O | 3%
CCN(CC)CCCC(C)NC(=O)c1c(NC(=O)c2ccccc2)sc(C)c1C (centres undefined) | 12%
COC(=O)C(NC(=O)c1ccc(Br)cc1)c1ccccc1 (centres undefined) | 6%
O=C(Nc1cccc(C(=O)Nc2ccccc2C(=O)O)c1)c1cccc(Cl)c1 | 6%
Cc1ccc(-c2cc(C(=O)N3CCOCC3)c3ccccc3n2)c(C)c1 | 1%
CCOc1cc(C2C(C(=O)OC(C)C)=C(C)NC3=C2C(=O)CC(c2ccc(Cl)cc2)C3)ccc1O (centres undefined) | 16%
Cc1ccc(NC(=O)c2ccc(C(=O)Nc3ccc(C)cc3[N+](=O)[O-])cc2)c([N+](=O)[O-])c1 | 7%
CCOC(=O)C1=C(C)N=c2s/c(=C\c3cc4c(cc3Cl)OCO4)c(=O)n2C1c1cccs1 (centres undefined) | 9%
CCC1=NN2C(=N)/C(=C/c3ccc(OCCOc4cccc(OC)c4)c(OC)c3)C(=O)N=C2S1 | 7%
Further results:
SMILES | RNase H inhibition
COC(=O)c1cc(C(=O)N2CCC(C(=O)OC)CC2)cc([N+](=O)[O-])c1 | 7%
CN(CCOC(=O)C(C)(c1ccccc1)c1ccccc1)C(C)(C)C | 6%
O=C(Nc1ccccc1F)c1cccc(F)c1 | 1%
COc1ccc(/C=C(/C#N)C(N)=O)cc1O | 17%
COc1ccc(C(=O)Nc2cc(-c3nc4cc(C)c(C)cc4o3)ccc2C)cc1[N+](=O)[O-] | 9%
CCOC(=O)c1c(NC(=O)/C(C#N)=C/c2ccc(-c3ccccc3)o2)sc2c1CCCC2 | 0%
O=C(Cc1ccc(-c2ccccc2)cc1)Nc1ccc(F)cc1 | 6%
CN(C)C(=O)Nc1ccc(S(N)(=O)=O)cc1 | 0%
CC(Oc1ccccc1)C(=O)Nc1ccccc1-c1ccccc1 (centres undefined) | 14%
CCOc1cc(/C=C2\NC(=S)NC2=O)cc(Cl)c1O | 21%
CCCCC(C(=O)OCC)N1C(=O)c2cc(Cl)c(Cl)cc2C1=O (centres undefined) | 13%
O=C(COc1ccc2ccccc2c1)Nc1ccc(Cl)cc1Cl | 14%
O=C(NC1CCCCCC1)C1CCN(Cc2ccccc2)CC1 | 4%
Cc1cc(=O)oc2cc(OCC(=O)OC(C)C)c(Cl)cc12 | 0%
O=c1[nH]c(N2CCCCCC2)nc2ncn(Cc3ccccc3)c12 | 23%
C=CCSc1nc(O)c(Cc2ccccc2)c(=O)[nH]1 | 11%
CC(C)(C)c1ccc(S(=O)(=O)N2CCN(c3ccc(F)cc3)CC2)cc1 | 4%
O=C(/C=C/c1ccccc1)N1CCc2ccccc21 | 0%
COc1cccc(NC(=O)CN(c2ccc(C)c(Cl)c2)S(C)(=O)=O)c1 | 32%
C=CCc1cc(/C=C2\C(=O)NC(=O)N(c3ccc(Br)cc3)C2=O)cc(OCC)c1OC | 12%
Cc1c(NC(=O)COc2ccc(Cl)cc2Cl)cccc1[N+](=O)[O-] | 15%
Cc1cc2nc(-c3ccc(NC(=S)NC(=O)c4ccccc4F)cc3)oc2cc1C | 3%
Cc1ccc(C23CC4CC(CC(C(=O)Nc5cccc(C(=O)O)c5)(C4)C2)C3)cc1 | 5%
COc1ccc(C2CC(=O)C3=C(C2)NC(C)=C(C(=O)OCCOc2ccccc2)C3c2ccccc2)cc1 (centres undefined) | 17%
CCOc1ccc(C2NC(=O)NC(C)=C2C(=O)OCc2ccco2)cc1 (centres undefined) | 8%
CCOc1ccc(N(CC(=O)Nc2ccc(C)c(Cl)c2)S(C)(=O)=O)cc1 | 56%*
O=S(=O)(Nc1cccc(-c2nc3ccccc3[nH]2)c1)c1ccccc1 | 15%
CCNC(=O)C(=O)Nc1ccccc1C | 5%
COCCNC(=O)c1nn2c(C(F)(F)F)cc(-c3ccc(OC)c(OC)c3)nc2c1Cl | 20%
O=C(NCC1COc2ccccc2O1)c1ccccc1 (centres undefined) | 14%
Cc1ccc(/C(O)=C2\C(=O)C(=O)N(CCCC(=O)O)C2c2ccc(Cl)cc2)cc1 (centres undefined) | 4%
COc1ccc(C2C(C(=O)OC(C)C)=C(C)NC3=C2C(=O)CC(c2ccccc2)C3)cc1 (centres undefined) | 14%
CCOC(=O)c1sc(NC(=O)c2cc3n(n2)C(C(F)(F)F)CC(c2ccccc2)N3)c(C(=O)OCC)c1C (centres undefined) | 0%
CCCCc1ccc(NC(=O)c2ccccc2C)cc1 | 4%
Cc1ccc(C(=O)CSc2n[nH]c(-c3ccco3)n2)cc1 | 15%
COc1ccc(/C=C(\NC(=O)c2ccccc2)C(=O)Nc2ccc(Br)cc2)cc1OC | 11%
COc1ccc(NC(=O)c2ccc(-c3ccc(Cl)cc3)o2)cc1OC | 10%
NC(=O)c1c(NC(=O)c2ccccc2[N+](=O)[O-])sc2c1CCCC2 | 17%
N#CC1=C(N)C(C#N)(C#N)C(c2ccc(F)cc2)C=C1c1ccccc1 (centres undefined) | 14%
Cc1ccc(NC(=O)/C(=C\c2ccc([N+](=O)[O-])o2)NC(=O)c2ccccc2I)cc1 | 0%
Cc1ccc(-n2nc3cc(C)c(NC(=O)COc4ccccc4C)cc3n2)cc1 | 11%
O=c1oc(-c2cccs2)nc2sc3c(c12)CCCCC3 | 11%
CC(CC#CCN1CCCC1)OCCC#N (centres undefined) | 8%
O=C(N/N=C/c1cccc(Br)c1)c1ccc([N+](=O)[O-])cc1Cl | 0%
CC1=C(C(=O)OC2CCCC2)C(c2cc3c(cc2Cl)OCO3)C2=C(CCCC2=O)N1 (centres undefined) | 1%
O=C(NC1CCCCCC1)c1ccc([N+](=O)[O-])o1 | 0%
Cc1ccccc1C(=O)N1CCN(c2ccc(F)cc2)CC1 | 0%
Cc1cccc(C2(c3cccc(C)c3)CC2C(=O)NC(C)C)c1 (centres undefined) | 8%
CON(C)c1nc(OCCNC(=O)COc2ccc(Cl)cc2C)nc(N(C)C)n1 | 4%
O=C1C(=O)c2ccccc2C(O)=C1c1ccc([N+](=O)[O-])cc1 | 6%
(listing goes on)
SMILES | RNase H inhibition
Cc1ccc(-c2cc(NC(=O)c3ccc(F)cc3)n[nH]2)cc1 | 8%
O=C(CCC(=O)Nc1ccc(Br)cc1)N/N=C/c1cccc([N+](=O)[O-])c1 | 17%
Cc1ccc(S(=O)(=O)N(CC(=O)Nc2ccc(I)cc2)c2ccccc2Cl)cc1 | 14%
COc1nc2nonc2nc1Nc1ccc(C)cc1 | 3%
CC(C)c1ccc(CNc2cc(N3CCN(S(C)(=O)=O)CC3)ccc2[N+](=O)[O-])cc1 | 15%
Cn1cnnc1SCC(=O)N1CCCc2ccccc21 | 8%
CC/C(=N/N=C(/CC)c1ccc(O)cc1)c1ccc(O)cc1 | 0%
CC1=C(C(=O)Nc2ccc(C)c(C)c2)C(c2ccc(F)cc2)NC(=S)N1 (centres undefined) | 0%
COc1cc([N+](=O)[O-])ccc1NC(=O)c1cc(Cl)ccc1Cl | 22%
Cc1ccc(C(=O)O)cc1NC(=O)CN1C(=O)c2ccccc2C1=O | 0%
C=CCNC(=S)Nc1cccc2ccccc12 | 1%
c1ccc(-c2nc(-c3cccs3)[nH]c2-c2ccccc2)cc1 | 4%
O=c1cc(-c2ccc([N+](=O)[O-])cc2)nc2cc(-c3ccc(I)cc3)[nH]n12 | 10%
Cc1ccc(OCC(=O)N2CCc3ccccc3C2)cc1 | 0%
CCOc1ccc(C2C(C#N)=C(N)Oc3c2c(C)nn3-c2ccccc2)cc1 (centres undefined) | 6%
CCOC(=O)C1=C(C)N=c2s/c(=C\c3ccc(-c4cccc(C(=O)O)c4)o3)c(=O)n2C1c1ccc(OC)c(OC)c1 (centres undefined) | 16%
O=C1NC(=Nc2ccccc2)S/C1=C/c1ccsc1 | 10%
COc1ccc(Cc2nnc(NC(=O)CSCc3ccccc3)s2)cc1OC | 11%
CC1CCN(C(=O)c2ccc(Br)cc2)CC1 | 6%
Cc1ccc(Nc2c3c(c(C#N)c4nc5ccccc5n24)CCC3)cc1C | 22%
CC(C)(C)c1ccc(-c2nc(-c3ccncc3)no2)cc1 | 17%

Screening data (PubChem BioAssay)
